Screens (PubChem)
Pf apPOL inh – Pf-apPOL DNA polymerase inhibition; Recombinant Pf-apPOL, molecular beacon fluorescence, 1.5 h; inhibition, % at 10 µM; 210,000 compounds, 0.25% hits
mHTT-CaM PPI inh – inhibitors of human mutant huntingtin-calmodulin interaction. AlphaScreen His-mHTT/GST-CaM binding, luminescence. inhibition, % at 15 µM. 190,000 compounds, 3.6% hits. AID 1671202;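 also: 0% = both proteins with DMSO and 100% = one protein alone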
* = called active by the depositor; i = inactive; / = no result given; & = joins results of further samples. Rule as the data show it: active = inhibition above about 50%; inactive = the rest.

Below each SMILES – Pf apPOL inh, mHTT-CaM PPI inh
1) CN(C)CCCN1C(=O)C(=O)C(=C(O)c2ccc(F)cc2)C1c1ccncc1 (stereo unspecified)
    0, 0
2) C=CCN1[C@H](C)COc2cccc(F)c2S1(=O)=O
    -1, -2
3) Cc1ccc(N2C(=O)C3C4C=CC(C4)C3(C)C2=O)cc1 (stereo unspecified)
    -13, -8
4) Cc1cc(C)c(C(=O)N2CCC(CC(=O)NCCC(C)N3CCCCCC3)CC2)[nH]1 (stereo unspecified)
    -9, 17
5) O=C1OC(c2cc(F)c(F)cc2Cl)=N/C1=C\C=C\c1ccccc1
    2, 25
6) COc1ccc(C2=N/C(=C\c3ccc(Br)cc3)C(=O)O2)cc1[N+](=O)[O-]
    -8, 2
7) CCOC(=O)CCn1c(=S)n(CCC(=O)OCC)c2ccccc21
    -7, /
8) CCC(C)(C(=O)NC1CCCC1)N(Cc1ccco1)C(C)=O (stereo unspecified)
    -3, 2
9) CCC(=O)N1CCN(c2ccc(NC(=O)c3ccccc3)cn2)CC1
    -5, 1
10) N#CC1=C(N)Oc2n[nH]c(-c3ccc(Cl)c(Cl)c3)c2C1c1ccc(O)cc1 (stereo unspecified)
    -4, 100*
11) CC(NC(=O)c1cc2c(=O)n3ccccc3nc2n(Cc2cccnc2)c1=N)c1ccccc1 (stereo unspecified)
    -1, 1
12) NCCCCCCNc1ccc(C(F)(F)F)cc1[N+](=O)[O-]
    -5, 25
13) O=c1ccc(-c2noc(C3CCCC3)n2)c[nH]1
    -2, -5
14) CC(C)c1ccc(N2C(=O)CSC23C(=O)Nc2ccccc23)cc1 (stereo unspecified)
    -1, 0
15) CC1=C(C(=O)Nc2cc(C)ccn2)C(c2cccc(Cl)c2Cl)C2=C(CCCC2=O)N1 (stereo unspecified)
    -3, 10
16) COc1ccccc1CN1C(=O)c2ccccc2C1C(=O)NC1CCC(C)CC1 (stereo unspecified)
    -6, 2
17) CCn1cc2c3c(cccc31)CN(C(=O)Nc1cccc(C(C)=O)c1)CC2
    -1, -1
18) O=C(c1ccncc1)N1CCN(C(=O)c2ccccc2F)CC1
    6, 3
19) Clc1nc(NCc2ccco2)nc(NC2CCCCC2)n1
    /, -4
20) COc1cccc(C2CC(c3ccccc3Cl)n3nnnc3N2)c1 (stereo unspecified)
    -4, 8
21) Cc1ccc(S(=O)(=O)Nc2cnc3ccccc3c2)c(C)c1C
    1, 14
22) O=C(NCc1ccc2c(c1)OCO2)C1CCN(c2cn[nH]c(=O)c2)CC1
    -6, 0
23) COc1ccccc1C(=O)N1CCN=C1SCc1ccccc1C
    -12, -2
24) Nc1ccc(S(=O)(=O)NCCO)cc1
    5, -2
25) O=C(Nc1cccc(Cl)c1)Nc1c2c(nn1-c1ccccc1)CSC2
    -2, 16
26) CN(C)c1ccc(C(F)(F)F)cn1
    -5, /
27) CCCNC(=O)CC1Sc2ncccc2N(C)C1=O (stereo unspecified)
    -2, -7
28) NC(=O)c1nccn1Cc1ccccc1
    2, -1
29) O=C1C(=Cc2cc(Cl)cc3c2OCOC3)Oc2c1ccc(O)c2CN1CCN(CCO)CC1
    0, -1
30) Cc1ccc(S(=O)(=O)N2CCCCC2CCNC(=O)c2snnc2C)cc1 (stereo unspecified)
    -4, -7
31) O=c1oc(-c2cc3c(s2)CCCC3)ns1
    /, 0
32) CCCSc1nsc(SCCC)c1C(N)=O
    -5, -14&-3
33) Cc1ccccc1-c1ncccc1C(=O)N1CCC(C(=O)NCc2ccco2)CC1
    4, 9
34) CCOC(=O)c1cccc(NC(=O)N2CC(CC)Oc3ccccc32)c1 (stereo unspecified)
    -3, -19
35) Cc1cc(C)cc(C(=O)Nc2c3c(nn2-c2ccc(Cl)cc2)CS(=O)(=O)C3)c1
    -4, 4
36) COc1ccc(S(=O)(=O)n2cccn2)cc1
    2, -4
37) O=C(c1ccccc1)N1CN(C(=O)c2ccccc2)CN(C(=O)c2ccccc2)C1
    -8, 2
38) COc1ccc(Cn2nc(-c3nc(-c4ccc(C)cc4)no3)ccc2=O)cc1F
    -6, -9
39) COc1ccc(C(C)=NOC(=O)c2ccc([N+](=O)[O-])cc2)cc1CN1CCOCC1
    1, /
40) Cc1ccsc1C=C1Oc2c(ccc(O)c2CN2CCCC(C)C2)C1=O (stereo unspecified)
    -10, 28
41) NS(=O)(=O)c1ccc(NNC(=S)NCc2ccc(F)cc2)cc1
    4, /
42) COc1ccc(C(=O)N2CCC3(CC2)NC(=O)c2cc(F)ccc2N3C)cc1
    -1, 9
43) COc1ccc(-c2c(C)oc3cc(OC(C)=O)cc(OC(C)=O)c3c2=O)cc1
    -8, -2
44) COc1ccc(C2CN(C(=O)c3cccc(OC)c3)CC2C(=O)N2CCCC2)cc1 (stereo unspecified)
    0, 6
45) COc1cccc(CNC(=O)C(C)C2CCN(S(=O)(=O)c3c(C)noc3C)CC2)c1 (stereo unspecified)
    3, -3
46) O=C(COc1ccccc1)Nc1cc(Cl)ccc1Cl
    -8, -19
47) Cc1noc(C2CN(C(=O)CC3CCCC3)CC23CCOCC3)n1 (stereo unspecified)
    -5, -10
48) Cc1cc(Nc2cccc(C(F)(F)F)c2)n2ncnc2n1
    -2, 4
49) Clc1ccc(-c2nnc(Cc3csc(-c4cccs4)n3)o2)cc1
    -6, /
50) CNc1nccc(N2CCC(CC(=O)NCCN3CCCCCC3)CC2)n1
    -5, 6
51) O=C(Oc1cccc(Cl)c1)N1CCOCC1
    -5, -5
52) Cc1cc(C(=O)Nc2nnc(SCC(=O)N3CCCc4ccccc43)s2)c(C)o1
    -5, -2
53) COc1ccc(N2C(=O)CC(NCc3ccc4c(c3)OCO4)C2=O)cc1 (stereo unspecified)
    -3, -2
54) COc1cccc2cc(-c3cc(=O)oc4c(CN5CCCCCC5)c(O)ccc34)c(=O)oc12
    0, 18
55) COCCn1c(C2CCN(C(=O)Nc3cc(C)cc(C)c3)C2)nc2cccnc21 (stereo unspecified)
    -9, 8
56) O=C(c1ccc(OCC2CCCN(C(=O)c3ccccc3F)C2)cc1)N1CCOCC1 (stereo unspecified)
    -20, -5
57) Cn1cnnc1C1CCCCN1S(=O)(=O)c1cccc2cccnc12 (stereo unspecified)
    -8, -4
58) CC1OC(C)(c2ccccc2)CN1S(=O)(=O)c1ccccc1 (stereo unspecified)
    2, -34
59) CCn1cc(C(=O)Nc2ccc3c(c2)OCO3)c(=O)c2ccc(C)nc21
    -8, 2
60) COCC(C)NC(=O)/C(=C\c1cccnc1)NC(=O)c1ccccc1 (stereo unspecified)
    -3, 1

Taken from above:
Pf apPOL inh with compound 49 reads -6
Pf apPOL inh with compound 8 reads -3

Ordered by length of the SMILES (descending): some entries from above.
Below each SMILES – Pf apPOL inh, mHTT-CaM PPI inh
60) COCC(C)NC(=O)/C(=C\c1cccnc1)NC(=O)c1ccccc1 (stereo unspecified)
    -3, 1
9) CCC(=O)N1CCN(c2ccc(NC(=O)c3ccccc3)cn2)CC1
    -5, 1
31) O=c1oc(-c2cc3c(s2)CCCC3)ns1
    /, 0

(continued)
Below each SMILES – Pf apPOL inh, mHTT-CaM PPI inh
61) c1cc(-c2cnn3nnnc3n2)cs1
    /, -5
62) O=C(NCc1ccccc1Cl)N1CCOCC1
    -18, -2
63) Cc1cccc(-c2csc3c(=O)n(C)cnc23)c1
    0, -12
64) COc1ccccc1OCC(=O)Nc1ccc(Br)cc1F
    -6, -6
65) O=C1C=C(c2cccs2)CC(c2ccccc2)C1n1cnc([N+](=O)[O-])n1 (stereo unspecified)
    -2, 25
66) Cc1cc(Br)ccc1OCC(=O)O/N=C(\N)c1ccncc1
    -5, i
67) COc1ccc2nc(N=Cc3nc(-c4ccccc4)oc3O)sc2c1
    -2, 10
68) CCCCCCN1CCN(C2CN(Cc3ccc(F)cc3)S(=O)(=O)C2)CC1 (stereo unspecified)
    -5, -2
69) NS(=O)(=O)c1ccc(CNS(=O)(=O)Cc2ccccc2)cc1
    -9, 2
70) Clc1cccc(-c2nc(-c3ccncc3)no2)c1
    -4, -2
71) O=S(=O)(c1ccc(Cl)c(S(=O)(=O)N2CCOCC2)c1)N1CCOCC1
    3, -2
72) COc1ccc([C@H]2C[C@@H](n3cc(-c4ccc(F)cc4)nn3)[C@H](O)CN2C(=O)c2cccs2)cc1
    0, -6
73) O=C1CSC(c2ccc([N+](=O)[O-])cc2)N1c1ccc(F)cc1F (stereo unspecified)
    -2, 3
74) COc1ccc(C)cc1NC(=O)c1nc(-c2cn(Cc3ccc(F)cc3)nn2)no1
    -2, -3
75) CC1CCN(C(=O)C(C2CCCC2)N2CCN(C(=O)c3cccs3)CC2)CC1 (stereo unspecified)
    -2, -1
76) CCOc1ccc(NS(=O)(=O)c2ccc3c(c2)CC(C)N3C(C)=O)cc1 (stereo unspecified)
    -1, 4
77) COCC(C)NS(=O)(=O)c1ccccc1[N+](=O)[O-] (stereo unspecified)
    -7, -3
78) COc1cc(C(c2c(C)[nH][nH]c2=O)c2c(C)[nH][nH]c2=O)ccc1OC(C)C
    -16, 3
79) Cc1noc(-c2nn(C)c3c2CN(C(=O)c2ccccc2Br)CC3)n1
    0, -4
80) COc1ccc(NC(=O)C2c3cc(OC)c(OC)cc3C(=O)N(C)C2c2cccnc2)cc1OC (stereo unspecified)
    -3, -1
81) CCCCOc1cccc(C(=O)Nc2nnc(-c3ccco3)o2)c1
    -120, 60*
82) Oc1ccc2ccccc2c1C(c1cccs1)N1CCCCC1 (stereo unspecified)
    6, /
83) O=C1SC(Nc2ccccc2)C(=O)N1Cc1ccccc1 (stereo unspecified)
    0, -7
84) Cc1ccc(CNC(=O)C2CCc3nc(N4CCOCC4)ncc3C2)cc1C (stereo unspecified)
    -3, -6
85) Cn1c(SC/C=C/c2ccccc2)nnc1-c1ccccc1
    -2, -6
86) Cc1ccc(NC(=O)Cn2nc(N(C)C)c3ccccc3c2=O)cc1
    0, -2
87) CCc1ccc(CNC(=O)c2ccc3c(c2)NC(=O)C2CCCCN32)cc1 (stereo unspecified)
    2, 15
88) Cc1c(-c2nc(-c3cc(C(F)(F)F)cc(C(F)(F)F)c3)no2)sc2cc(C(C)(C)C)sc12
    -12, /
89) C1CCN(CC23CC4CCC(CC(C4)C2)C3)C1
    -4, 0
90) CCOc1ccccc1NC(=O)C1CCN(c2nccnc2Oc2cccc(OC)c2)CC1
    -4, -1

16 entries out of the list, arranged by number of heavy atoms, largest number first:
Below each SMILES – Pf apPOL inh, mHTT-CaM PPI inh
80) COc1ccc(NC(=O)C2c3cc(OC)c(OC)cc3C(=O)N(C)C2c2cccnc2)cc1OC (stereo unspecified)
    -3, -1
72) COc1ccc([C@H]2C[C@@H](n3cc(-c4ccc(F)cc4)nn3)[C@H](O)CN2C(=O)c2cccs2)cc1
    0, -6
90) CCOc1ccccc1NC(=O)C1CCN(c2nccnc2Oc2cccc(OC)c2)CC1
    -4, -1
88) Cc1c(-c2nc(-c3cc(C(F)(F)F)cc(C(F)(F)F)c3)no2)sc2cc(C(C)(C)C)sc12
    -12, /
74) COc1ccc(C)cc1NC(=O)c1nc(-c2cn(Cc3ccc(F)cc3)nn2)no1
    -2, -3
84) Cc1ccc(CNC(=O)C2CCc3nc(N4CCOCC4)ncc3C2)cc1C (stereo unspecified)
    -3, -6
68) CCCCCCN1CCN(C2CN(Cc3ccc(F)cc3)S(=O)(=O)C2)CC1 (stereo unspecified)
    -5, -2
76) CCOc1ccc(NS(=O)(=O)c2ccc3c(c2)CC(C)N3C(C)=O)cc1 (stereo unspecified)
    -1, 4
67) COc1ccc2nc(N=Cc3nc(-c4ccccc4)oc3O)sc2c1
    -2, 10
81) CCCCOc1cccc(C(=O)Nc2nnc(-c3ccco3)o2)c1
    -120, 60*
73) O=C1CSC(c2ccc([N+](=O)[O-])cc2)N1c1ccc(F)cc1F (stereo unspecified)
    -2, 3
69) NS(=O)(=O)c1ccc(CNS(=O)(=O)Cc2ccccc2)cc1
    -9, 2
83) O=C1SC(Nc2ccccc2)C(=O)N1Cc1ccccc1 (stereo unspecified)
    0, -7
70) Clc1cccc(-c2nc(-c3ccncc3)no2)c1
    -4, -2
62) O=C(NCc1ccccc1Cl)N1CCOCC1
    -18, -2
61) c1cc(-c2cnn3nnnc3n2)cs1
    /, -5

Going on with the list:
Below each SMILES – Pf apPOL inh, mHTT-CaM PPI inh
91) COc1cccc2cc(C(N)=O)c(=Nc3ccccc3C)oc12
    1, 2
92) O=C1C(=Cc2ccc3c(c2)OCO3)Oc2cc(OS(=O)(=O)c3ccccc3)ccc21
    4, -6
93) C[C@H]1[C@@H](N(C)CC2CCCCC2)CC[C@@]23CCCN2C(=O)CCC[C@@H]13
    -5, -6
94) CC(C)Cn1c(-c2cccc(C(=O)N3CCCN(C)CC3)c2)nc2cccnc21
    -4, 6
95) N#Cc1ccccc1CN1CCC(c2nc(-c3cnccn3)n[nH]2)CC1
    -6, 1
96) COc1ccccc1CNC(=O)CC(c1ccccc1)c1ccccc1
    21, -8
97) CC(Oc1ccccc1)C(=O)N(C)c1ccccc1 (stereo unspecified)
    -1, -2
98) CC(C)CC(=O)Nc1ccc(N2CCN(C(=O)c3ccccc3)CC2)nc1
    -2, -2
99) Cc1[nH]c2ccccc2c1C=Nc1ccc([N+](=O)[O-])cc1
    -13, 3
100) CCn1c(SC/C=C/c2ccccc2)nnc1-c1ccncc1
    4, 2
101) CS(=O)(=O)N1CCc2cc(S(=O)(=O)N3CCN(Cc4ccc5c(c4)OCO5)CC3)ccc21
    /, 3
102) O=C1C2CCCN2C(c2ccc(C(F)(F)F)cc2)N1c1cccc(Cl)c1 (stereo unspecified)
    -5, -10
103) COc1nc(N)c(C#N)c(-c2ccc3c(c2)OCO3)c1C#N
    -19&2&-8, 40&1
104) O=S1(=O)CC(O)C(S(=O)(=O)c2ccccc2)C1 (stereo unspecified)
    -4, -7
105) Cc1ccccc1-n1[nH]c(C)c(C=Nc2cc([N+](=O)[O-])cc([N+](=O)[O-])c2O)c1=O
    -2, 53*
106) COc1ccc(NC(=O)c2ccc(C)cc2Cl)c([N+](=O)[O-])c1
    -6, 3
107) CCN1CCn2cc(S(=O)(=O)Nc3ccc(F)cc3C)cc2C1=O
    -8, -2

Random draw from the library; 3.5% or so of the library scored in one or more.
